Assay outcomes from PubChem BioAssay.
TRHR agonist: TRH receptor (human) agonism. P34981. TRHR cells, calcium flux fluo-8, FDSS agonist mode. activation, % at 2 µM. actives 0.18% (n = 360,000); in the data active = activation above about 30%; also: 0% is about no effect
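Agonist-mode FDSS calcium read (Ex 480/Em 530, 1 s cycles) in 1536-well TRHR cells with fluo-8 dye, after 10-cycle baseline and 23 nL compound addition; TRH at EC20 (10 nM final) added afterwards for the enhancer phase.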
APEX1 inh: APE1 (human) endonuclease inhibition; actives 0.35% (n = 350,000); AID 2517; recombinant APE1, TAMRA/BHQ-2 abasic DNA cleavage fluorescence; Potency, µM (series often up to 65.8 µM), without a hit: at the top dose activity change, negative = inhibition, usual class: inhibitors;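 also: potency is read from the fitted curve at half-maximal effect; plate controls were vehicle for no effect and reference inhibitor for full effect; nearly all actives have a fitted effect of over 55% in size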
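Endonuclease cleavage of a quenched abasic-site DNA duplex (50 nM) by APE1 (0.75 nM) was tracked by TAMRA dequenching. Compounds were preincubated with enzyme 15 min at room temperature; data normalized to buffer-only and DMSO wells plus NSC13755 control.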
Apoferritin bind: candidate novel general anesthetic via apoferritin binding. P02791. apoferritin/1-aminoanthracene competitive binding, fluorescence. Potency, µM (doses to about 77.5 µM), inactives show top-dose activity change, negative = displacement, usual class: inhibitors. actives 0.074% (n = 350,000). AID 485281; also: potency is read from the fitted curve at half-maximal effect; % is scaled to controls: 0 for no effect and ±100 for the full control effect; nearly all actives have a fitted effect of over 20% in size
Target sequence (P02791 2-175 limits assumed): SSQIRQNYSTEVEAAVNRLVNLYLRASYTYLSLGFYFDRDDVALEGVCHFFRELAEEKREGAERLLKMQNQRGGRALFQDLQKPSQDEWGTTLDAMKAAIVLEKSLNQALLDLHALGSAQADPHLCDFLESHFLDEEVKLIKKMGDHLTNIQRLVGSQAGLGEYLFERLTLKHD
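Steps: apoferritin (10 uM) was premixed with half-saturated 1-AMA in PBS, compounds were pin-transferred, plates stood 10 min at room temperature, fluorescence was read at 380/535 nm, and curves were fitted with a Hill equation.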
ALOX12 inh: blocks human arachidonate 12S-lipoxygenase; P18054; actives 1.1% (n = 580,000); AID 1671190; Potency, µM (series often up to 108 µM), inactives show top-dose activity change, negative = inhibition, most hits filed as inhibitors; purified 12hLO, xylenol orange hydroperoxide absorbance; also: potency is read from the fitted curve at half-maximal effect; % is scaled to controls: 0 for no effect and ±100 for the full control effect
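Hydroperoxide product was detected by ferrous iron/xylenol orange as the 573 to 405 nm absorbance ratio. Arachidonic acid at 40 uM (final) was turned over for 30 min at room temperature by 150 nM human 12hLO, pH 7.0 Hepes buffer, after 15 min compound preincubation.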
BLM inh: Bloom syndrome helicase (human) inhibition. P54132. recombinant BLM DNA unwinding, fluorescence dequenching. Potency, µM (titrated, usually from 56.1 µM), inactives show at the top dose activity change, negative = inhibition, usual class: inhibitors. actives 0.2% (n = 350,000). AID 2528;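 also: potency is read from the fitted curve at half-maximal effect; plate controls were vehicle for no effect and no enzyme for full effect; nearly all actives have a fitted effect of over 35% in size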
Pol iota inh: blocks human DNA polymerase iota activity; Pol iota fluorescent replication assay, 10 min; actives 1% (n = 390,000); AID 588590; Potency, µM (doses to about 115 µM), inactives show at the highest dose activity, negative = inhibition, actives largely listed as inhibitors; also: potency is read from the fitted curve at half-maximal effect
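Pol iota at 10 nM preincubated 15 min with compounds at room temperature; reaction started with fluorescent substrate, 50 nM final. Fluorescence read kinetically at 0 and 10 min; buffer-only wells as negative control.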
ERG-DNA inh: inhibitors of human ERG Ets domain-DNA interaction | Potency, µM (top dose mostly 76.9 µM), for inactives: at the highest dose FP activity, negative = inhibition, most hits filed as inhibitors | fluorescence polarization, His-ERG Ets domain / labelled DNA | actives 0.028% (n = 370,000); active = well fitted inhibition curve with a large enough effect in the polarisation, with a control signal flat; inconclusive = small, poorly fitted or top-dose-only effect, or effect the other way, or a change in a side signal; inactive = no such curve, though single readings can be large or run the other way; the % refers to the polarisation;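 also: polarization taken with two DNA probes labelled with fluorescein and Texas red; potency is read from the fitted curve at half-maximal effect; % of control where 0% means no effect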
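His-tagged ERG Ets domain (1 uM in the protein solution; 300mM KCl, 50mM Tris-HCl, 1mM EDTA, 1mM DTT, pH 7.5) received compound, then a probe mix of 5 nM fluorescein-DNA and 100nM Texas-615-DNA. Fluorescence polarization was read for both dyes.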
Pol kappa inh: DNA polymerase kappa (human) inhibition; Potency, µM (titrated, usually from 107 µM), for inactives: at the highest dose activity, negative = inhibition, actives largely listed as inhibitors; AID 588579; purified Pol kappa, fluorescent DNA synthesis assay, 10 min; Q9UBT6; actives 0.53% (n = 400,000); also: potency is read from the fitted curve at half-maximal effect; % is scaled to controls: 0 for no effect and ±100 for the full control effect
Target sequence (Q9UBT6 whole entry, looked up): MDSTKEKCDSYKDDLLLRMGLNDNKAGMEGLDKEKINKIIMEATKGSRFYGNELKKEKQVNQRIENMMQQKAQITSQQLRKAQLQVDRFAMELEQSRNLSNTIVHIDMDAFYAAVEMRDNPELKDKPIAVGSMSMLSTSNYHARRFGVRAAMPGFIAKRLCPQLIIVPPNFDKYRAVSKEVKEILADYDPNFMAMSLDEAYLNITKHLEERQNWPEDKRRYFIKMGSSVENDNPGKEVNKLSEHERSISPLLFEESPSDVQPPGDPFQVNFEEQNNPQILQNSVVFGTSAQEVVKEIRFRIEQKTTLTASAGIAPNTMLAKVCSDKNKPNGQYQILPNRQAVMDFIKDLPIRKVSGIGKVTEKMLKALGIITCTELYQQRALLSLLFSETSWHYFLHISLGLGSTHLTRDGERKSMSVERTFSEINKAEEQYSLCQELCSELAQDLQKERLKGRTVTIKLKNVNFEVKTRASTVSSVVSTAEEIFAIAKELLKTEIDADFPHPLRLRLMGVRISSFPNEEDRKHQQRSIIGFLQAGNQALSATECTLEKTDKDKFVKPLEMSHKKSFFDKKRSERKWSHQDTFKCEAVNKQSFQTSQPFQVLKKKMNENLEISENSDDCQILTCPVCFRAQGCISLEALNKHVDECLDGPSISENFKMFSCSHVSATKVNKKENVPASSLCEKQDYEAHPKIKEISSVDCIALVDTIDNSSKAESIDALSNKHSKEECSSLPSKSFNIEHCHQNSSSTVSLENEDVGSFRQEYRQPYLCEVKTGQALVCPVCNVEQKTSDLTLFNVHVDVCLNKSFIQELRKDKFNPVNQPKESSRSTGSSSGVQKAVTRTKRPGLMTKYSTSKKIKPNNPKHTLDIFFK
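10 nM Pol kappa preincubated 15 min at room temperature with compounds, then reaction started with substrate at 50 nM final. Fluorescence read kinetically at 0 and 10 min; buffer-only wells served as negative control.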
Pol beta inh: DNA polymerase beta (human) inhibition; actives 1.3% (n = 340,000); Potency, µM (titrated, usually from 114 µM), without a hit: at the top dose activity change, negative = inhibition, usual class: inhibitors; AID 485314; Pol beta primer extension/strand displacement, fluorescence kinetic; P06746; also: potency is read from the fitted curve at half-maximal effect; % is scaled to controls: 0 for no effect and ±100 for the full control effect
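Human Pol beta at 10 nM; strand-displacement substrate 50 nM final. Compound exposure 15 min at room temperature before start, reaction 10 min at room temperature.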
* hit, by the source's call; u = inconclusive; x = not tested or not shown; [ ] = another dose, or the depositor's remark. Unless noted, calls follow the shape of the dose curve; as a rule, active = well fitted curve in the direction sought with a large enough effect; inconclusive = small, poorly fitted or top-dose-only effect, or another doubt; inactive = no such curve, though single readings can be large; an effect the other way counts as inactive or inconclusive. Some of the compounds tested; rates above refer to the full screens.

SMILES | TRHR agonist | APEX1 inh | Apoferritin bind | ALOX12 inh | BLM inh | Pol iota inh | ERG-DNA inh | Pol kappa inh | Pol beta inh
COC(=O)CON1C(=O)c2ccccc2C1=O | 0.5 | -3% | -12% | -28% | 0% | 15% | -8% | 7% | -1%
COc1ccc2[nH]c3c(c2c1)CCN1C(=O)N([C@@H](C)C(=O)NCc2ccc(F)cc2)C(=O)[C@]31C | 0.1 | -13% | u | 44%[activator] | -1% | 28% | -6% | -10% | 1%
Cc1ccc(NC(=O)CCN2C(=O)C3C4CCC(C4)C3C2=O)cc1[N+](=O)[O-] (stereo not drawn) | -0.4 | 7% | -12% | 161%[activator] | -1% | 0% | -4% | -24% | 2%
Cc1ccc(Nc2c3c(nc4nncn24)CCC3)cc1C | -2.6 | x | -4% | -18% | 0% | 3% | 2% | -14% | 36%
CC(Oc1ccc(Cl)cc1Cl)C(=O)NNC(=O)[C@@H]1CCCC[C@@H]1C(=O)O (stereo partly drawn) | 0.5 | 9% | -6% | 11% | 2% | 11% | -18% | 10% | 35%
Cc1occc1-c1nnc(SCC(=O)Nc2ccccc2-c2ccccc2)n1C | -0.9 | 8% | -16% | 0% | 0% | 1% | 2% | -15% | 25%
CN(CC(O)Cn1c2ccccc2c2ccccc21)S(C)(=O)=O (stereo not drawn) | 0.2 | 0% | -10% | -9% | -2% | -4% | -7% | -10% | -9%
COc1ccc(/C=C(\NC(=O)c2ccc(C)cc2)C(=O)N2CCCCC2)cc1 | 0.2 | 20% | -1% | 0% | -2% | 19% | 5% | -3% | u
COc1cccc(-c2cc(C(=O)Nc3ccc4c(c3)OCCO4)c3ccccc3n2)c1 | 0.1 | -1% | -9% | 0% | -4% | x | x | x | 8%
CC(=O)n1c2ccccc2c2nc3ccccc3nc21 | 0.0 | -4% | -2% | x | 5% | -10% | 2% | -3% | 10%
Cc1ccc(C)c(S(=O)(=O)N2CCN(C(=O)c3ccc(N4CCCC4)c([N+](=O)[O-])c3)CC2)c1 | -0.8 | -19% | u | -7% | -5% | 24% | -12% | -5% | 0%
COc1cc(OC)cc(C(=O)N[C@H](C(=O)OCC(=O)Nc2cccc(F)c2)C(C)C)c1 | 0.0 | -5% | -17% | -20% | -10% | 8% | -13% | 2% | -28%
CN(C)c1ccc(-c2ccc3c(=O)c4ccccc4n(C)c3c2)cn1 | 0.0 | 23% | -1% | 2% | -9% | u | 1% | -6% | u
COc1ccc(CNC(=O)CCOc2ccc(C(C)(C)C)cc2)cc1 | -0.8 | 4% | u | 0% | 1% | 19% | -1% | -4% | -11%
COc1ccc(NC(=O)[C@H](Cc2ccccc2)N2Cc3ccccc3C2=O)cc1OC | -0.3 | x | 5% | 0% | -19% | u | -2% | -24% | -2%
CCCC1(C)SC(NC(C)=O)=NN1C(C)=O (stereo not drawn) | 0.8 | 16% | -5% | -8% | 0% | 13% | -3% | -8% | 47%
O=C(CSc1nc2ccccc2s1)Nc1ccc(N2CCOCC2)c(Cl)c1 | -0.2 | -4% | -20% | u | -6% | -6% | 0% | -6% | 1%
O=C(OCC(=O)N1CCc2ccccc2C1)c1cc(=O)[nH]c2ccccc12 | 0.4 | 2% | -13% | 0% | -3% | -6% | -7% | -4% | -7%
COc1ccc2oc(=O)c(C(=O)NCc3cccnc3)cc2c1 | -0.4 | 15% | 240%[activator] | 331%[activator] | -10% | -15% | -7% | 0% | 3%
O=S(=O)(c1ccc(Br)s1)N1CCNCC1 | 0.3 | 1% | 3% | -10% | 3% | -13% | -2% | -12% | -3%
COC(=O)C1=C(C(=O)OC)[C@@H]2N(C)c3ccccc3[C@@]23C[C@@H](C(=O)OC)N(C(=O)C2CCC2)C3=N1 | -0.1 | -4%[12.4 µM] | -5% | u | -4%[12.4 µM] | 1% | -10% | -6% | 9%
Cc1ccc(C)c(N2CCN(C(=O)CN3C(=O)CSc4c3c(C)nn4-c3ccccc3)CC2)c1 | -0.1 | x | -5% | -20% | -3% | 12% | -1% | -14% | -9%
COc1cccc(-c2cc(C(F)(F)F)nc(-n3nc(C)c(Br)c3C)n2)c1 | 6.6 | x | u | -15% | -6% | -2% | -1% | 5% | 11%
CCN1CCN(C(c2cccs2)C(C)NC(=O)c2c(F)cccc2F)CC1 (stereo not drawn) | 0.0 | -2% | -7% | -6% | 1% | 6% | 0% | -12% | 2%

Entries of single compounds as entered above:
Cc1occc1-c1nnc(SCC(=O)Nc2ccccc2-c2ccccc2)n1C is listed as TRHR agonist: -0.9; APEX1 inh: 8%; Apoferritin bind: -16%; ALOX12 inh: 0%; BLM inh: 0%; Pol iota inh: 1%; ERG-DNA inh: 2%; Pol kappa inh: -15%; Pol beta inh: 25%
CCCC1(C)SC(NC(C)=O)=NN1C(C)=O (stereo not drawn) is listed as TRHR agonist: 0.8; APEX1 inh: 16%; Apoferritin bind: -5%; ALOX12 inh: -8%; BLM inh: 0%; Pol iota inh: 13%; ERG-DNA inh: -3%; Pol kappa inh: -8%; Pol beta inh: 47%

Next records
SMILES | TRHR agonist | APEX1 inh | Apoferritin bind | ALOX12 inh | BLM inh | Pol iota inh | ERG-DNA inh | Pol kappa inh | Pol beta inh
CC(C)Cn1c(N)c(C(=O)COC(=O)c2ccc(O)cc2)c(=O)n(C)c1=O | 1.8 | -5% | u | 2% | -6% | 16% | 1% | 4% | 1%
COc1ccc(NC(=O)COc2nsnc2N2CCOCC2)c(OC)c1 | -0.8 | -6% | -3% | -3% | 0% | -17% | -4% | -6% | 18%
COc1ccc2c(=O)c3c(=O)n(Cc4ccccc4)c(C(C)C)nc3oc2c1 | x | x | x | u | x | 12% | 2% | -6% | x
Cc1ccc2[nH]c(=O)c(CN(C)S(=O)(=O)c3cccc4nonc34)cc2c1 | 0.4 | 47%[activator] | -9% | 0% | 0% | 33% | -13% | 5% | -3%
Cc1cc(C)nc(N/N=C/c2cccc3ccccc23)n1 | -0.6 | 6% | -4% | 4% | -4% | -12% | -4% | -13% | 12%
CC(=O)NCCc1nc2cc(NC(=O)c3ccc(F)cc3)ccc2n1C | 0.3 | 8% | 4% | u | -2% | 164%[activator] | 7% | -5% | 1%
CCOc1ccc(NC(=O)CSc2c3c(nc4ccccc24)CCCC3)cc1 | -0.1 | x | u | -11% | 2% | 12% | -4% | -1% | -2%
COc1ccc2c(c1)CC/C(=C\Nc1ccc3c(c1)OCO3)C2=O | 3.5 | 0% | -23% | u | -14% | u | x | -13% | -1%
Cc1cnc(CNc2nc(-c3c(C)noc3C)nc3ccccc23)cn1 | x | -2% | x | -50% | 0% | x | x | 4%[60.1 µM] | x
O=C(CSc1nnc(-c2ccccc2)n1Cc1ccccc1)NC1CC1 | 0.0 | 0% | 2% | 18% | -1% | 23% | x | -5% | 2%
COc1cc(C(=O)NC(=S)Nc2ccc(N3CCCC3)cc2)cc(OC)c1OC | -0.2 | -10% | -9% | u | -3% | 15% | -11% | -18% | -3%[57.1 µM]
Cc1cnc(CN2CCc3c([nH]c4ccccc34)C2CC(C)C)[nH]1 (stereo not drawn) | 2.8 | 4% | -5% | -3% | -2% | 27% | 20% | -1% | -14%

Sorted by the number under TRHR agonist (high to low): some entries from above
mol | TRHR agonist
COc1ccc2c(c1)CC/C(=C\Nc1ccc3c(c1)OCO3)C2=O | 3.5
CC(=O)NCCc1nc2cc(NC(=O)c3ccc(F)cc3)ccc2n1C | 0.3
CCOc1ccc(NC(=O)CSc2c3c(nc4ccccc24)CCCC3)cc1 | -0.1
COc1ccc(NC(=O)COc2nsnc2N2CCOCC2)c(OC)c1 | -0.8

Next part.
SMILES | TRHR agonist | APEX1 inh | Apoferritin bind | ALOX12 inh | BLM inh | Pol iota inh | ERG-DNA inh | Pol kappa inh | Pol beta inh
C/C(=N\NC(=O)Cn1nc(C)cc1C)c1ccc([N+](=O)[O-])cc1 | 0.0 | u | 0% | 84% | 3% | -13% | -2% | 3% | 3%
Cc1noc(C(=O)Nc2ccc(Cl)cc2)c1Cl | 4.8 | 30%[activator] | 5% | x | -4% | x | x | x | 21%
COc1ccccc1CNC(=O)C(C)c1ccc([N+](=O)[O-])cc1 (stereo not drawn) | 0.5 | -7% | -15% | 9% | -3% | 19% | 11% | -2% | -10%
N#Cc1c2n(c3c(=O)n(CC(=O)c4ccc(Br)cc4)cnc13)CCCC2 | 0.0 | -3% | u | -6% | -9% | 9% | -4% | -19% | 1%
CCn1c(SCc2cccnc2)nc2c1c(=O)n(C)c(=O)n2C | 0.3 | 8% | -9% | 9% | 1% | 35% | -1% | 0% | -3%
CC(C)CC(=O)/C(=C\c1ccc(Cl)cc1Cl)n1cncn1 | 0.7 | -2% | -16% | x | -5% | -8% | 8% | 4% | 4%
O=C1COc2ccc(S(=O)(=O)CCC(=O)NC3CCCCC3)cc2N1 | -0.6 | -8% | -7% | 2% | 0% | 9% | -2% | 3% | 48%
CC(=O)Nc1ccc(NS(=O)(=O)c2ccc3c(c2)CC(C)N3C(=O)C2CCC2)cc1 (stereo not drawn) | 0.1 | x | -8% | u | 0% | 23% | -6% | 6% | 14%
CN1C(=O)c2c(sc3c2CC(C)(C)SC3)N2CCN=C12 | 0.0 | -2% | -21% | 0% | 4% | 0% | -6% | -9% | u
COc1ccc(NC(=O)c2c(NCc3cccs3)sc3c2CCCCC3)cc1 | 0.8 | x | -12% | u | -9% | -21% | 9% | -12%[60.1 µM] | -10%
